Compound activity deposited in PubChem by MTDP.
RNase H inhibition: RNase H inhibition, HIV 1 Gag Pol polyprotein, FRET biochemical assay, screening (AID 372). inhibition, % at 10 µM; hits with a dose series show IC50 in µM. HIV-1 RT RNase H, FRET RNA/DNA substrate fluorescence; higher % means a stronger effect. 100,000 compounds, 0.77% hits; in the data active = inhibition above about 50%
* = called active by the depositor. A portion of the library; the hit share may differ from the screen's.

SMILES	RNase H inhibition
CCOC(=O)C1=C(C)N=c2s/c(=C/c3cccc(Cl)c3Cl)c(=O)n2C1c1cc(OC)ccc1OC (stereo not drawn)	14%
O=C1C(=O)N(c2nc3ccccc3s2)C(c2cccc([N+](=O)[O-])c2)/C1=C(/O)c1ccccc1 (stereo not drawn)	11%
O=C(Nc1ccccn1)c1ccc(S(=O)(=O)c2ccccc2)cc1	10%
N#Cc1c(/N=C\c2ccc(N3CCOCC3)c([N+](=O)[O-])c2)sc2c1CCCC2	19%
CCOC(=O)C1=C(O)/C(=C\c2cc(Br)ccc2OC)N=C1C	7%
CCOC(=O)c1c(NC(=O)c2cc3n(n2)C(C(F)(F)F)CC(c2ccco2)N3)sc(C)c1C (stereo not drawn)	47%
O=C(COc1ccccc1[N+](=O)[O-])Nc1cccnc1	3%
Cc1ccc(-n2c(C)cc(/C=N/NC(=O)CSCc3ccc(Cl)cc3)c2C)c(C)c1	19%
Cc1[nH]n(-c2ccccc2)c(=O)c1N=Nc1ccc(Cl)cc1	11%
CCN1C(=O)CSC1=Nc1ccc(Cl)c(Cl)c1	0%
COc1ccc(/C=C/C(=O)c2ccncc2)c2ccccc12	17%
O=C(NC(=S)Nc1ccccc1)c1cccc(Br)c1	11%
CSC1=N/C(=C\c2cc3c(cc2Br)OCO3)C(=O)S1	15%
COc1c(Cl)cc(C(=O)Nc2ccc(Cl)c(-c3nc4ccccc4o3)c2)cc1Cl	9%
COc1ccc(N(CC(=O)N/N=C/c2ccccc2[N+](=O)[O-])S(=O)(=O)c2ccccc2)cc1	19%
CN1C(=O)C(=O)/C(=C(/O)c2ccc(Br)cc2)C1c1ccc(Cl)cc1 (stereo not drawn)	8%
Oc1ccc(C2Nc3ccc4ccccc4c3C3C=CCC32)cc1 (stereo not drawn)	30%
Cc1ccc(S(=O)(=O)N(CCC#N)C2CCCCC2)c2nsnc12	8%
Cc1cc(=O)oc2cc(OC(=O)c3ccc(Cl)cc3Cl)ccc12	18%
c1ccc(-c2cc(-c3ccccc3)nc(-n3nc(-c4ccccc4)cc3-c3ccccc3)n2)cc1	7%

Exported as a markdown table: entries from further up.
| Structure | RNase H inhibition |
| --- | --- |
| Oc1ccc(C2Nc3ccc4ccccc4c3C3C=CCC32)cc1 (stereo not drawn) | 30% |
| Cc1ccc(S(=O)(=O)N(CCC#N)C2CCCCC2)c2nsnc12 | 8% |
| Cc1cc(=O)oc2cc(OC(=O)c3ccc(Cl)cc3Cl)ccc12 | 18% |
| c1ccc(-c2cc(-c3ccccc3)nc(-n3nc(-c4ccccc4)cc3-c3ccccc3)n2)cc1 | 7% |

Some values from the results shown.
For RNase H inhibition, Cc1ccc(S(=O)(=O)N(CCC#N)C2CCCCC2)c2nsnc12 is entered as 8%
For RNase H inhibition, N#Cc1c(/N=C\c2ccc(N3CCOCC3)c([N+](=O)[O-])c2)sc2c1CCCC2 is entered as 19%
For RNase H inhibition, CN1C(=O)C(=O)/C(=C(/O)c2ccc(Br)cc2)C1c1ccc(Cl)cc1 (stereo not drawn) is entered as 8%
For RNase H inhibition, COc1ccc(/C=C/C(=O)c2ccncc2)c2ccccc12 is entered as 17%
For RNase H inhibition, Oc1ccc(C2Nc3ccc4ccccc4c3C3C=CCC32)cc1 (stereo not drawn) is entered as 30%

(more compounds)
SMILES	RNase H inhibition
CCn1c2ccccc2c2cc(CN3CCN(C(=O)c4cc(OC)c(OC)c(OC)c4)CC3)ccc21	22%
O=C(Nc1ncc(S(=O)(=O)c2ccc([N+](=O)[O-])cc2)s1)c1ccccc1Oc1ccccc1	22%
O=C1NN(c2ccccc2)C(=O)/C1=C/c1cccc(OCc2ccccc2F)c1	13%
CN1C(N)=NC(=O)C12COC(c1cccnc1)OC2 (stereo not drawn)	0%
CCOC(=O)C1=C(C)N=c2s/c(=C\c3ccc(O)c(OC)c3)c(=O)n2C1c1ccccc1 (stereo not drawn)	17%
COc1ccc(NC2=C(Cl)C(=O)N(c3ccc(Br)cc3)C2=O)c(OC)c1	22%
COCCOC(=O)C1=C(C)NC2=C(C(=O)CC(c3ccc(OC)cc3)C2)C1c1ccc(Cl)cc1 (stereo not drawn)	9%
O=C(Nc1c(F)cc(F)cc1Br)c1nc2nc(-c3ccccc3)cc(C(F)(F)F)n2n1	10%
COc1cc(C)ccc1OCCCCOc1cccc(C(F)(F)F)c1	23%
CCOC(=O)c1ccc(NC(=O)CCC(=O)OCC(=O)c2ccc(Br)cc2)cc1	0%
COc1ccc(NC(=O)Nc2ccccc2I)cc1OC	0%
Cc1ccnc(NC(=S)NC(=O)c2ccco2)c1	0%
COc1ccccc1-n1c(SCC(=O)Nc2ccc(Cl)cc2)nc(O)cc1=O	2%
CCOC(=O)/C(C#N)=C\c1cn(-c2ccccc2)nc1-c1ccc(F)cc1	12%
O=C(Nc1ccc(Br)cc1F)c1ccc(-c2ccc(Cl)cc2)o1	11%
O=C(O)c1cccc2c1NC(c1ccccc1Br)C1CC=CC21 (stereo not drawn)	10%
CCN=C(NCC)SC1CC(=O)N(C)C1=O (stereo not drawn)	2%
COc1ccc(-c2cc(=O)oc3cc(O)ccc23)cc1	11%
Cc1cccc(N2C(=O)c3ccc(-c4nc5ccccc5c(=O)o4)cc3C2=O)c1	37%
CCOC(=O)CCCN1C(=O)S/C(=C/c2ccccc2)C1=S	13%

Retrieved by structure from the entries so far, 5 records:
SMILES	RNase H inhibition
Cc1ccc(-n2c(C)cc(/C=N/NC(=O)CSCc3ccc(Cl)cc3)c2C)c(C)c1	19%
Cc1ccc(S(=O)(=O)N(CCC#N)C2CCCCC2)c2nsnc12	8%
COc1cc(C)ccc1OCCCCOc1cccc(C(F)(F)F)c1	23%
CCN1C(=O)CSC1=Nc1ccc(Cl)c(Cl)c1	0%
CSC1=N/C(=C\c2cc3c(cc2Br)OCO3)C(=O)S1	15%

(cont.)
SMILES	RNase H inhibition
O=C(NC(=S)Nc1ccccc1)c1ccccc1[N+](=O)[O-]	14%
CCOP(=O)(OCC)C(NC(=O)c1ccco1)C(=O)c1ccc(C)cc1 (stereo not drawn)	0%
COC(=O)C1C(c2ccccc2)C(C(=O)OC)S(=O)(=O)CS1(=O)=O (stereo not drawn)	6%
COc1ccc(/C(O)=C2\C(=O)C(=O)N(CCCO)C2c2ccccc2)cc1 (stereo not drawn)	1%
COc1ccc(N2C(=O)CC(Nc3ccc(N4CCCCC4)cc3)C2=O)cc1 (stereo not drawn)	12%
Cn1cc(/C=C/c2nc3ccccc3c(=O)n2-c2ccc([N+](=O)[O-])cc2)c2ccccc21	29%
O=C(NCc1ccccc1)/C(=C\c1ccccc1[N+](=O)[O-])NC(=O)c1ccccc1	14%
CCN(CC)c1ccc(/C=N/NC(=O)CSc2nc3ccccc3[nH]2)c(O)c1	15%
Cc1ccc(C(=O)N2CCOCC2)c(Cl)c1	4%
N#Cc1c2c(c(NCCN3CCCCC3)n3c1nc1ccccc13)CCC2	8%
O=C(O)c1cc2nc(-c3ccc4c(c3)OCO4)cc(C(F)(F)F)n2n1	0%
O=C(NCCO)/C(=C\c1ccc(Br)cc1)NC(=O)c1ccccc1	11%
O=C(CN1C(=O)C2C3CCC(C3)C2C1=O)N1CCN(Cc2ccccc2)CC1 (stereo not drawn)	8%
CN1C(=O)/C(=N/OC(=O)c2ccccc2Cl)c2ccccc21	18%
Cc1ccc(OCC(=O)Nc2ccc([N+](=O)[O-])cc2Cl)cc1C	10%
O=C(COc1ccc2ccccc2c1)Nc1cc([N+](=O)[O-])ccc1Cl	46%
O=C(Nc1cc(S(=O)(=O)C(F)(F)F)ccc1Cl)c1ccc(Cl)cc1Cl	3%
Oc1ccc2ccccc2c1CNc1nc2ccccc2[nH]1	18%
O=C1CC(N2CCN(c3ncccn3)CC2)C(=O)N1c1cccc(Cl)c1 (stereo not drawn)	0%
CCOc1c(C)cc2[nH]c(=S)[nH]c2c1C	0%
Cc1ccc(NC(=S)NC(=O)c2cc(I)ccc2Cl)cc1C	11%
O=C(NN=C(/C=C/c1ccccc1)/C=C/c1ccccc1)c1ccc(O)cc1O	13%
COc1ccc(Cl)cc1NC(=O)CN1C(=O)c2ccccc2C1=O	8%
CC(=O)c1cc(C(=O)Nc2ccc(C(=O)O)cc2)oc1C	5%
COc1ccccc1NC(=O)Cc1ccc(F)cc1F	0%
O=C(Cc1ccccc1)Nc1ccc2oc(-c3ccc4ccccc4c3)nc2c1	34%
COc1ccc(C(N)=O)cc1N=NC1=C(O)CC(C)(C)CC1=O	6%
COc1cnn(-c2ccccc2)c(=O)c1Cl	4%
Cc1ccc(/C=N/NC(=O)CSc2ncccn2)cc1	12%
Oc1ccc(Br)cc1/C=N/Nc1nnc(-c2ccccc2)c(-c2ccccc2)n1	0%
Cc1cc(C)cc(-n2c(C)cc(/C=C3\NC(=O)NC3=O)c2C)c1	15%
CC(=O)N(C1CC(C)C(C#N)(C#N)C1(C#N)C#N)N(C)C (stereo not drawn)	0%
Cc1ccc2oc(-c3ccc(NC(=O)c4cccc([N+](=O)[O-])c4C)cc3)nc2c1	14%
COc1ccccc1/C=C1/SC(=S)N(NC(=O)c2ccc(Cl)cc2)C1=O	23%
O=C(Nc1ccc(Br)cn1)c1ccccc1F	8%
COC(=O)C1=C(C)N(C)C(C)=C(C(=O)OC)C1c1cccc(C(F)(F)F)c1	21%
CCCCOC(=O)C1=C(C)NC2=C(C(=O)CCC2)C1c1cc2c(cc1Br)OCO2 (stereo not drawn)	15%
N#Cc1c(NC(=O)CCN2C(=O)c3ccccc3C2=O)sc2c1CCCC2	16%
CNC(=S)Nc1cc(Cl)ccc1OC	14%
CCOC(=O)c1ccc(N/C=C/C(=O)c2ccc(OC)c(OC)c2)cc1	14%
CC(=O)C1=C(O)C(=O)N(c2ccccn2)C1c1cccnc1 (stereo not drawn)	0%
CSCCOC(=O)COc1ccc(/C=N/NC(=O)CN(c2ccc(Cl)c(Cl)c2)S(=O)(=O)c2ccccc2)cc1	21%
O=C(NN=C1CCC(c2ccccc2)CC1)c1ccc(O)cc1O (stereo not drawn)	8%
CC(C)c1ccc(NC(=O)c2cccc(I)c2)cc1	12%
Cc1ccc(OCCN2CCCC2)cc1C	15%
Cc1cc(Br)c(N2C(=O)NC(=O)/C(=C/c3ccc(-c4ccccc4C(=O)O)o3)C2=O)cc1C	39%
N#C/C(=C\c1ccc(O)cc1)C(=O)NCC1CCCO1 (stereo not drawn)	0%
CCOc1ccc(/C=C2/C(=O)NC(=O)N(Cc3ccco3)C2=O)cc1OC	2%
O=C1NC(=O)C(=Cc2cc(Br)ccc2OCc2ccc(Cl)cc2Cl)C(=O)N1	12%
N#C/C(=C\c1cn[nH]c1-c1ccccc1)c1nn(CCO)c(N)c1C#N	11%
Cc1sccc1/C=N/NC(=O)c1cccnc1	0%
Cc1onc(-c2ccccc2Cl)c1C(=O)N1CCN(Cc2ccc3c(c2)OCO3)CC1	10%
COc1cccc(NC(=S)NC(=O)c2ccc(C)c(C)c2)c1	11%
Cc1ccccc1OCC(=O)Nc1cc([N+](=O)[O-])ccc1F	10%
COc1ccccc1/C=C1\SC(=S)N(NC(=O)c2ccccc2O)C1=O	0%
N#C/C(=C\c1ccc(Br)o1)c1nc(-c2ccc(Cl)c(Cl)c2)cs1	0%
O=C(Nc1ccc2c(c1)OCO2)c1ccc2c(c1)C(=O)N(CC1CCCO1)C2=O (stereo not drawn)	19%
COc1ccc(S(=O)(=O)N2CCN(Cc3cc(OC)ccc3OC)CC2)cc1	5%
CC(=O)Nc1c(C)cc(C(c2ccc(F)cc2)c2cc(C)c(NC(C)=O)c(C)c2)cc1C	0%
CCn1c(COc2ccc(Cl)cc2Cl)nc2ccccc21	12%

A second format for two compounds above.
> O=C1NC(=O)C(=Cc2cc(Br)ccc2OCc2ccc(Cl)cc2Cl)C(=O)N1
  RNase H inhibition = 12%

> N#C/C(=C\c1cn[nH]c1-c1ccccc1)c1nn(CCO)c(N)c1C#N
  RNase H inhibition = 11%

Next section:
SMILES	RNase H inhibition
O=c1c2ccccc2nc(/C=C/c2cccc(Br)c2)n1Cc1ccccc1	5%
O=C1/C(=C/c2cn[nH]c2-c2ccccc2)SC(=Nc2ccccc2)N1c1ccccc1	13%
Clc1ccc(CSc2nnc3c(n2)OC2(CCCC2)Nc2ccccc2-3)cc1	0%
COC(=O)c1cc(NS(=O)(=O)c2c(C)cc(C)cc2C)cc(C(=O)OC)c1	7%
COc1cccc(OC)c1OCCOc1ccccc1OC(C)C	13%
CC1=C(C(=O)OC2CCCC2)C(c2cccc(Cl)c2)C2=C(CCCC2=O)N1 (stereo not drawn)	11%
Cc1cccc(CC2SC(=Nc3ccccc3)NC2=O)c1 (stereo not drawn)	16%
O=C1NC(=S)S/C1=C\c1cc(-c2ccccc2)n(-c2ccc([N+](=O)[O-])cc2)c1-c1ccccc1	30%
COc1ccccc1N1CCN(/N=C\c2ccccc2OCC(=O)O)CC1	0%
CCOc1cc(C=O)ccc1OCCOc1ccc([N+](=O)[O-])cc1	19%
Cc1cccc(Nc2c(Cc3ccccc3)c(C)c(C#N)c3nc4ccccc4n23)c1	11%
CCOc1cc2c(c([N+](=O)[O-])c1)NC(c1ccccc1)C1CC=CC21 (stereo not drawn)	28%
CCn1c(=O)c(C(=O)Nc2ccc(OC)cc2)c(O)c2ccccc21	4%
COc1cccc(/C(C)=N/NC(=O)c2ccccc2N(Cc2ccccc2)S(C)(=O)=O)c1	12%
O=C(/C=C/c1ccc(-c2ccccc2[N+](=O)[O-])o1)c1ccccc1	6%
O=C(CSc1nc(O)cc(=O)n1-c1ccc(F)cc1)NC1CCCCC1	5%
CCOc1ccc(NC(=O)CCSc2ccc(Cl)cc2)cc1	8%
Cc1ccc([N+](=O)[O-])cc1NC(=O)C12CC3CC(CC(C3)C1)C2	0%
CCOc1cc(/C=N/n2cnnc2)ccc1OCCOc1ccc(C(C)CC)cc1 (stereo not drawn)	25%
Cc1c(C(=O)NCCc2ccccc2)cccc1[N+](=O)[O-]	10%
O=C(CC1(O)C(=O)Nc2ccccc21)c1ccccc1 (stereo not drawn)	3%
